Compound activity (PubChem)
PAX8 inh HTS: PAX8 transcriptional activity inhibition. RMG-I TPO-luciferase reporter, SteadyGlo, 24 h. inhibition, % at 12.6 µM. 1.2% of 360,000 active. AID 652154;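 active = mean replicate inhibition at least 60% with every replicate also reaching 60%; inconclusive = only one of the two criteria is met; inactive = mean below 60% and not all replicates reaching 60%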;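 also: luciferase light reporting Pax8 driven TPO promoter activity; plate controls were median of neutral control wells for no effect and mitoxantrone controls for full effect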
DENV2 CPE rescue: inhibitors of DENV2 cytopathic effect | DENV2-infected cells, cytopathic effect rescue, plate reader | 1.7% of 350,000 active | CPE inhibition, % at 9.99 µM; in the data active = CPE inhibition above about 20%, passing the limit was not always enough; inconclusive = no clear call, values can overlap the other calls; tested in BHK-21 cells;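 also: 0% = median of neutral control wells and 100% = median of positive control wells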
ARNT TACC3 PPI: disruptors of human ARNT/TACC3 interaction. Q9Y6A5. inhibition, % at 9.99 µM. AID 623870. 0.66% of 390,000 active. AlphaScreen His-ARNT PAS-B/GST-TACC3 binding, luminescence; TACC3 fragment carries E629A point mutation;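 active = mean inhibition of replicates at least 50% and at least half of replicates each reaching 50%; inconclusive = half or more replicates reach 50% but mean below 50%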;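 also: 0% = complete ARNT plus TACC3 wells and 100% = ARNT alone without TACC3; many hits fall short of the cut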
EWS-Fli block: blocks EWS/Fli oncoprotein-driven transcription; A673 NR0B1-luciferase reporter, viability-normalised; inhibition, % at 12.6 µM; 0.67% of 350,000 active; AID 651661;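 active = mean inhibition of at least 50% after viability correction, with every replicate also passing that limit; inconclusive = mean reaches 50% but only one of two replicates passes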;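 also: firefly luciferase signal divided by Alamar Blue viability fluorescence both relative to DMSO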
LGR2 antag: Drosophila LGR2 receptor signaling inhibition; inhibition, % at 9.99 µM; 0.35% of 380,000 active; HEK293 LGR2, CRE-luciferase, bursicon-stimulated, 4 h;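 active = drop in luminescence signal, shown as inhibition above about 50% in the replicate tests, limit read from the data, passing the limit was not always enough; inconclusive = probably only some replicates passing the limit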;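 also: agonist challenge used bursicon conditioned medium at about half maximal strength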
SIRT5 inh: blocks human SIRT5 desuccinylation of peptide | Purified SirT5, succinyl-peptide AMC, trypsin-coupled fluorescence | inhibition, % at 15 µM | 1.1% of 330,000 active | Q9NXA8; in the data active = inhibition above about 15%; inconclusive = no clear call, values can overlap the other calls
Target sequence (Q9NXA8 whole entry, looked up): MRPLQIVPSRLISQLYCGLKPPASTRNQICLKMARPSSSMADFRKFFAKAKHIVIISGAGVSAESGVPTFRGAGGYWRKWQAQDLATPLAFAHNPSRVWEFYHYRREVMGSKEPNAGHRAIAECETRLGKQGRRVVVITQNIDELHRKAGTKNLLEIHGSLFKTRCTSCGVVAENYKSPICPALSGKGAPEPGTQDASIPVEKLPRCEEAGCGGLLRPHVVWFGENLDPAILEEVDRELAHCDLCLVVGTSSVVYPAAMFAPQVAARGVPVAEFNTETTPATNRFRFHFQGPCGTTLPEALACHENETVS
CASP6 VEID inh: caspase-6 (human) enzyme inhibition; P55212; purified caspase-6, Z-VEID-R110 cleavage fluorescence; inhibition, % at 12.5 µM; 0.53% of 350,000 active;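 active = mean inhibition across replicates at least about 35%, with every replicate also reaching that limit, limit read from the data; inconclusive = only one of the two criteria met; inactive = neither criterion met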;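 also: 0% = median of neutral control wells and 100% = no fluorescence left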
Target sequence (P55212 24-179 limits assumed): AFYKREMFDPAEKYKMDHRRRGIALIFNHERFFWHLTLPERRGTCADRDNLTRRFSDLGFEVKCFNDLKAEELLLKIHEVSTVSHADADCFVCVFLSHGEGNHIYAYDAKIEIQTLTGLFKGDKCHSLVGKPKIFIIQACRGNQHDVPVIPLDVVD
Target sequence (P55212 194-293 limits assumed): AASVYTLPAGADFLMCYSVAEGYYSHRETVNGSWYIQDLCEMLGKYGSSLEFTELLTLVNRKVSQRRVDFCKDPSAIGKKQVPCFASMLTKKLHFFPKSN
* = called active by the depositor; ? = inconclusive; nt = no result given.

Start of the listing, in advance, 16 compounds:
item	canonical_smiles	PAX8 inh HTS	DENV2 CPE rescue	ARNT TACC3 PPI	EWS-Fli block	LGR2 antag	SIRT5 inh	CASP6 VEID inh
1	C[C@@H]1CN([C@H](C)CO)S(=O)(=O)c2ccc(C3=CCCC3)cc2O[C@H]1CN(C)S(=O)(=O)c1cn(C)cn1	-15	1	-6	-1	8	-1	-1
2	O=C1/C(=C/c2ccco2)N=C(N2CCCCC2)N1c1ccccc1	5	nt	-8	6	15	nt	nt
3	O=C(Cn1nc(-c2cccc([N+](=O)[O-])c2)c2ccccc2c1=O)NCC1CCCO1 (centres undefined)	-3	9	0	-10	15	-2	15
4	C/C=C/c1ccc([C@@H]2[C@@H](CN(CC)C(C)=O)N(Cc3cccnc3)[C@H]2CO)cc1	5	nt	1	1	-10	-4	nt
5	Cc1ccc(-n2nc3c(=O)n(CC(=O)NCCCc4ccccc4)nc(C)c3c2C)cc1	55	0	-6	nt	7	-3	1
6	C[C@@H]1CCCCO[C@H](CN(C)Cc2ccc(Cl)c(Cl)c2)[C@H](C)CN([C@@H](C)CO)C(=O)c2cc(NC(=O)Cc3ccccc3)ccc2O1	58	2	-1	12	-5	12	3
7	CCOC(=O)c1ccc(N2CCOCC2)c(NC(=O)c2nccnc2C(=O)O)c1	-8	-10	-6	-8	10	0	0
8	CNC[C@H]1OCCCC[C@H](C)Oc2ccc(NC(=O)Nc3c(C)noc3C)cc2C(=O)N([C@@H](C)CO)C[C@@H]1C	-1	nt	nt	-8	10	nt	nt
9	CCCN(C)C[C@H]1Oc2cc(/C=C/c3ccccc3)ccc2S(=O)(=O)N([C@@H](C)CO)C[C@H]1C	nt	-9	16	13	-2	0	-3
10	Cc1ccc(S(=O)(=O)NOCc2ccccc2)cc1	25	-14	-2	4	-25	0	-4
11	CCCNC(=O)N(C)C[C@@H]1Oc2cc(C3=CCCCC3)ccc2S(=O)(=O)N([C@@H](C)CO)C[C@H]1C	-24	0	-1	8	3	0	-1
12	NC(=O)C[n+]1cccc(C(N)=O)c1	4	-5	-4	9	1	-1	2
13	COc1cc(OC)c(CNC2CCCCCC2)cc1Br	16	nt	-5	-7	-7	-3	-3
14	CC(C)NC(=O)N[C@@H]1CC[C@@H](CCNS(=O)(=O)Cc2ccccc2)O[C@@H]1CO	2	15	-10	2	1	0	-1
15	CCOC(=O)C1CCCN(c2c(N3CCN(C4CCCCC4)CC3)c(=O)c2=O)C1 (centres undefined)	6	?	-2	-1	-2	3	-1
16	CCC(C(=O)Nc1nc(C)c(C(=O)OC)s1)c1ccccc1 (centres undefined)	32	0	3	50	-10	-2	10

Results (from the top)
item	canonical_smiles	PAX8 inh HTS	DENV2 CPE rescue	ARNT TACC3 PPI	EWS-Fli block	LGR2 antag	SIRT5 inh	CASP6 VEID inh
1	C[C@@H]1CN([C@H](C)CO)S(=O)(=O)c2ccc(C3=CCCC3)cc2O[C@H]1CN(C)S(=O)(=O)c1cn(C)cn1	-15	1	-6	-1	8	-1	-1
2	O=C1/C(=C/c2ccco2)N=C(N2CCCCC2)N1c1ccccc1	5	nt	-8	6	15	nt	nt
3	O=C(Cn1nc(-c2cccc([N+](=O)[O-])c2)c2ccccc2c1=O)NCC1CCCO1 (centres undefined)	-3	9	0	-10	15	-2	15
4	C/C=C/c1ccc([C@@H]2[C@@H](CN(CC)C(C)=O)N(Cc3cccnc3)[C@H]2CO)cc1	5	nt	1	1	-10	-4	nt
5	Cc1ccc(-n2nc3c(=O)n(CC(=O)NCCCc4ccccc4)nc(C)c3c2C)cc1	55	0	-6	nt	7	-3	1
6	C[C@@H]1CCCCO[C@H](CN(C)Cc2ccc(Cl)c(Cl)c2)[C@H](C)CN([C@@H](C)CO)C(=O)c2cc(NC(=O)Cc3ccccc3)ccc2O1	58	2	-1	12	-5	12	3
7	CCOC(=O)c1ccc(N2CCOCC2)c(NC(=O)c2nccnc2C(=O)O)c1	-8	-10	-6	-8	10	0	0
8	CNC[C@H]1OCCCC[C@H](C)Oc2ccc(NC(=O)Nc3c(C)noc3C)cc2C(=O)N([C@@H](C)CO)C[C@@H]1C	-1	nt	nt	-8	10	nt	nt
9	CCCN(C)C[C@H]1Oc2cc(/C=C/c3ccccc3)ccc2S(=O)(=O)N([C@@H](C)CO)C[C@H]1C	nt	-9	16	13	-2	0	-3
10	Cc1ccc(S(=O)(=O)NOCc2ccccc2)cc1	25	-14	-2	4	-25	0	-4
11	CCCNC(=O)N(C)C[C@@H]1Oc2cc(C3=CCCCC3)ccc2S(=O)(=O)N([C@@H](C)CO)C[C@H]1C	-24	0	-1	8	3	0	-1
12	NC(=O)C[n+]1cccc(C(N)=O)c1	4	-5	-4	9	1	-1	2
13	COc1cc(OC)c(CNC2CCCCCC2)cc1Br	16	nt	-5	-7	-7	-3	-3
14	CC(C)NC(=O)N[C@@H]1CC[C@@H](CCNS(=O)(=O)Cc2ccccc2)O[C@@H]1CO	2	15	-10	2	1	0	-1
15	CCOC(=O)C1CCCN(c2c(N3CCN(C4CCCCC4)CC3)c(=O)c2=O)C1 (centres undefined)	6	?	-2	-1	-2	3	-1
16	CCC(C(=O)Nc1nc(C)c(C(=O)OC)s1)c1ccccc1 (centres undefined)	32	0	3	50	-10	-2	10
17	O=C(NS(=O)(=O)c1ccc(NC(=O)C2CCCO2)cc1)c1ccccc1 (centres undefined)	nt	nt	-7	-14	-4	-7	4
18	Cc1ccc(C)c(S(=O)(=O)N2CCN(CC(=O)Nc3ccc4c(c3)CCC4)CC2)c1	9	?	1	5	6	0	-3
19	c1cc(-c2ccc(C3[C@@H]4CN(Cc5nccs5)C[C@H]3N4)cc2)ccn1 (some centres undefined)	-7	18	nt	-6	-22	nt	nt
20	O=C(COc1ccc(Cl)cc1Cl)NCCCN1CCOCC1	nt	nt	-2	nt	-18	-2	-6
21	Cc1cccc(NS(=O)(=O)c2cccc(C(=O)NCC3(N4CCOCC4)CCCCC3)c2)c1	13	5	7	-12	0	2	1
22	CC(C)C(C(=O)NCC1CCCO1)N(CC1CCCO1)C(=O)CNS(=O)(=O)c1ccccc1 (centres undefined)	4	7	-2	-2	-3	-1	0
23	COc1cc(OC)cc(C(=O)NCC(=O)Nc2ccc(C)c(Cl)c2)c1	29	?	-1	-2	4	-5	0
24	Cc1ccc(S(=O)(=O)NNC(=O)c2csnn2)cc1	8	0	-1	9	15	-2	0
25	CC1=NNC(=O)C1Oc1ccccc1 (centres undefined)	13	-2	-6	6	-7	2	-2
26	COc1ccccc1NC(=O)CCC(=O)N(Cc1ccc(OC)c(OC)c1)c1nccs1	-7	3	0	-9	-18	-4	-5
27	COc1ccc(CN(C)C[C@@H]2Oc3ccc(NC(=O)c4ccncc4)cc3CC(=O)N([C@@H](C)CO)C[C@@H]2C)cc1	-20	4	-9	nt	1	7	-2
28	O=C(NCCS(=O)(=O)N1CCN(c2ccccc2F)CC1)c1c(F)cccc1F	5	?	1	-5	-7	0	-2
29	CCC(=O)c1ccc(OCC(=O)OCC(=O)N2c3ccccc3NC(=O)C2(C)C)cc1	-6	-3	-3	-2	5	-3	2
30	CCOC(=O)[C@]12CCC=C1N(Cc1ccc(Cl)cc1Cl)C(=O)[C@H](CC(=O)NCc1cccc3ccccc13)C2	4	2	nt	12	10	-5	0

Structural class: the entries above containing two or more sulfur atoms.
item	canonical_smiles	PAX8 inh HTS	DENV2 CPE rescue	ARNT TACC3 PPI	EWS-Fli block	LGR2 antag	SIRT5 inh	CASP6 VEID inh
1	C[C@@H]1CN([C@H](C)CO)S(=O)(=O)c2ccc(C3=CCCC3)cc2O[C@H]1CN(C)S(=O)(=O)c1cn(C)cn1	-15	1	-6	-1	8	-1	-1
24	Cc1ccc(S(=O)(=O)NNC(=O)c2csnn2)cc1	8	0	-1	9	15	-2	0

Other structures.
item	canonical_smiles	PAX8 inh HTS	DENV2 CPE rescue	ARNT TACC3 PPI	EWS-Fli block	LGR2 antag	SIRT5 inh	CASP6 VEID inh
31	CCSC1=N/C(=C\c2ccccc2)C(=O)N1c1ccc(OC)cc1	8	-4	-2	3	-5	-5	-1
32	COCCn1c(N)c(C(=O)c2cccc(S(=O)(=O)N3CCCCCC3)c2)c(=O)[nH]c1=O	5	0	-5	11	-1	0	1
33	O=[N+]([O-])c1cc([N+](=O)[O-])c(Oc2c(F)ccc(F)c2F)cc1NN1CCCCC1	38	?	-9	16	-11	3	0
34	CC1CC(=O)Nc2ccccc2N1S(=O)(=O)c1cccc(F)c1 (centres undefined)	21	9	nt	8	13	-3	0
35	CCN(C(=O)COC(=O)c1nc(Cl)ccc1Cl)C1CCS(=O)(=O)C1 (centres undefined)	-1	0	nt	-4	-2	-1	-1
36	CN1CCN(c2ccc(S(=O)(=O)N3CCCCC3)cc2[N+](=O)[O-])CC1	4	10	-2	2	3	0	2
37	CN1C(=O)c2cc(NS(C)(=O)=O)ccc2OC[C@@H]2O[C@H](CC(=O)N3CCOCC3)CC[C@@H]21	-19	12	6	-8	9	6	-5
38	COc1ccc(CCNC(=O)c2ccc(N(C)S(=O)(=O)c3ccccc3)cc2)cc1	-4	-6	-17	1	-15	-1	2
39	CCOc1ccc(S(=O)(=O)Nc2cccc(-c3ccc(N4CCCCCC4)nn3)c2)cc1	-66	5	1	-22	-30	-4	5
40	CCc1ccc(Nc2nnc(SCC(=O)N(C)C3CCS(=O)(=O)C3)s2)cc1 (centres undefined)	-44	9	4	-30	-21	1	-2
41	O=C(COC(=O)c1ccccc1NS(=O)(=O)c1cccs1)NC1CCCCC1	-6	nt	-34	nt	-5	nt	nt
42	Nc1nc(N)c(-c2cccc(C(F)(F)F)c2)c(Cc2cccc(C(F)(F)F)c2)n1	5	19	-8	58*	5	nt	-5
43	C=CCn1c(SCC(=O)NC2CCCC2)nc2sc(C)cc2c1=O	-5	-5	-2	-1	12	-2	-3
44	COCCN(C(=O)c1cc2c(s1)CCC2)c1c(N)n(CC(C)C)c(=O)[nH]c1=O	14	-3	-5	-7	-6	-3	52*
45	C[C@@H]1CCCCO[C@H](CN(C)C(=O)NC2CCCCC2)[C@@H](C)CN([C@H](C)CO)C(=O)c2cc(NC(=O)Nc3ccc(F)cc3)ccc2O1	7	5	4	-13	7	1	-2
46	CC(=O)c1ccc(-c2nnc(CCC(=O)N(C)Cc3c(C)nc4ccccn34)o2)s1	4	8	-4	2	-5	-2	nt
47	CCOc1ccc2nc(NC(=O)/C=C/c3ccc4c(c3)OCO4)sc2c1	13	2	0	-31	-2	-6	0
48	CCOc1ccccc1NC(=O)COC(=O)/C=C/c1cccs1	nt	-7	4	13	12	-9	-3
49	C[C@H](CO)N1C[C@H](C)[C@@H](CN(C)Cc2ccc(C(=O)Nc3ccccc3N)cc2)Oc2ccc(NC(=O)Cc3ccccc3)cc2C1=O	nt	14	6	24	3	nt	-3
50	CNS(=O)(=O)c1ccc(C(C)(C)C)cc1	-9	-4	-16	1	-30	4	1
51	C/C(CCc1oc2c(Br)cc(Br)cc2c1-c1ccc(C)o1)=N\O	nt	3	-1	13	2	-2	5
52	CCCNC(=O)C1(C)CCCN(Cc2cccc3ccccc23)C1 (centres undefined)	-1	3	nt	-129	1	nt	2
53	CC(C)CNC(=O)/C=C/C=C/CCCC/C=C/c1ccc2c(c1)OCO2	-13	nt	0	4	-32	nt	0
54	CN1C[C@@H]2[C@@H]3C(=O)N(Cc4ccccc4)C(=O)[C@@H]3[C@](Cc3ccccc3)(C1=O)N2C(=O)c1ccccc1	5	19	0	-5	-4	-9	3
55	O=c1c(CN2CCN(Cc3ccccc3F)C(CCO)C2)coc2ccccc12 (centres undefined)	28	2	5	0	8	-3	0

Compounds as they come, and some 4.9% of all compounds hit somewhere here.
